Screens as filed in PubChem BioAssay.
ERG-DNA inh: inhibitors of human ERG Ets domain-DNA interaction. Potency, µM (doses to about 76.9 µM), inactives show top-dose FP activity, negative = inhibition, hits mostly inhibitors. P11308. 370,000 compounds, 0.028% hits. AID 624246. fluorescence polarization, His-ERG Ets domain / labelled DNA; active means well fitted inhibition curve with a large enough effect in the polarisation, with a control signal flat; inconclusive means small, poorly fitted or top-dose-only effect, or effect the other way, or a change in a side signal; inactive means no such curve, though single readings can be large or run the other way; the % refers to the polarisation;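 further: polarization taken with two DNA probes labelled with fluorescein and Texas red; potency means the concentration at half of the fitted maximal effect; % of control where 0% means no effect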
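His-tagged ERG Ets domain (1 uM in the protein solution; 300mM KCl, 50mM Tris-HCl, 1mM EDTA, 1mM DTT, pH 7.5) received compound, then a probe mix of 5 nM fluorescein-DNA and 100nM Texas-615-DNA. Fluorescence polarization was read for both dyes.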
D2 ag: activates the human D2 dopamine receptor; HEK293 T-REx D2 cells, calcium flux agonist mode; P14416; activation, % at 2 µM; 340,000 compounds, 0.53% hits; AID 485358;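 active means activation over 3 SD above normal in the single-dose calcium agonist read, cut at about 30% in these data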; further: 0% is about no effect
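In this primary screen, compounds producing a positive calcium signal within 180 s of addition to tetracycline-induced, force-coupled HEK293 Trex D2 cells are flagged; cells are dye-loaded with a no-wash calcium kit beforehand.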
RGS4 inh: human RGS4 inhibition | Transcreener GDP fluorescence polarization, RGS4-accelerated GTP hydrolysis | Potency, µM (series often up to 114 µM), without a hit: at the top dose activity change, negative = inhibition, usual class: inhibitors | 390,000 compounds, 0.039% hits | AID 504845; further: potency means the concentration at half of the fitted maximal effect; on the % scale 0 is the no-effect control and ±100 the full control effect; nearly all actives have a fitted effect of over 75% in size; some results filed as inactive show a strong effect at the top dose
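MLSMR compounds (23 nl, pin-transferred) preincubated 10 min at room temperature with a 500nM (2x) first reagent, then RGS4 at 900nM (2x) plus Transcreener GDP mix added; fluorescence polarization (620/688 nm) read before and after 90 min at 30 °C.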
D2 antag: antagonizes the human D2 dopamine receptor; P14416; HEK293 TREx D2 cells, calcium flux, dopamine EC80; inhibition, % at 10 µM; 340,000 compounds, 2% hits; AID 485344; in the data active means inhibition above about 30%; further: 0% is about no effect
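Cells plated overnight at 30 C with tetracycline; no-wash calcium dye, 30–90 min RT; 10 s baseline; compound pinned; 180 s read; EC80 dopamine added; another 180 s read.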
Vif-A3F inh: Vif-A3F binding inhibition; Potency, µM (series often up to 46.1 µM), for the others: at the highest dose activity, negative = active; HeLa A3F-eYFP + Vif (tagged APOBEC3F with the HIV-1 protein that degrades it), YFP fluorescence increase; AID 602313; 390,000 compounds, 0.2% hits; further: potency means the concentration at half of the fitted maximal effect; % of control where 0% means no effect; nearly all actives have a fitted effect of over 65% in size
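HeLa cells stably expressing Vif plus C-terminally eYFP-tagged A3F were seeded, incubated overnight at 37 deg C, dosed with compound, incubated overnight again at 37 deg C. Yellow fluorescence (Ex 488/Em 500-530) reported blocked Vif-mediated A3F-eYFP degradation.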
LDHA block: inhibitors of human lactate dehydrogenase A; P00338; purified LDHA, NADH/diaphorase-resazurin fluorescence; active compounds read low; activity change, % (values are at about 110 or 230 µM); 480,000 compounds, 0.15% hits; in the data active means activity change below about -30%; inconclusive means mostly about -25% to -30%;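 further: plate controls were DMSO wells for no effect and wells without enzyme for full effect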
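Human LDH5 (2 nM) was incubated with 0.06 mM NADH and 0.2 mM pyruvate for 5 min at room temperature in Tris pH 7.4. Remaining NADH was coupled through diaphorase/resazurin, and resorufin fluorescence was read at 0 and 20 min.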
Glioma ERSR ind: ER stress response induction in glioma; U87-MG GRP78 promoter luciferase reporter, 16 h; 420,000 compounds, 0.02% hits; Potency, µM, inactives show top-dose activation, hits mostly activators; AID 602332; further: potency means the concentration at half of the fitted maximal effect; series mostly up to about 76 µM; % of control where 0% means no effect; nearly all actives have a fitted effect of over 35% in size
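ERSR induction read as luciferase luminescence (Bright-Glo, 10 min at room temperature) in stably transfected human U87-MG glioma cells exposed to compounds for 16 h, using GRP78 as sensor.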
12-LOX inh: blocks human arachidonate 12S-lipoxygenase | P18054 | purified 12hLO, xylenol orange hydroperoxide absorbance | Potency, µM (titrated, usually from 108 µM), for inactives: at the top dose activity change, negative = inhibition, hits mostly inhibitors | 580,000 compounds, 1.1% hits | AID 1671190; further: potency means the concentration at half of the fitted maximal effect; on the % scale 0 is the no-effect control and ±100 the full control effect
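Purified human 12hLO (150 nM final) in 25 mM Hepes, 0.01% Triton X-100, pH 7.0 was preincubated 15 min at room temperature with compound. Then 40 uM arachidonic acid was added, 30 min. Hydroperoxide was read by Fe-XO absorbance ratio 573/405 nm.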
Vif-APOBEC3G blk: blocks the Vif interaction with human APOBEC3G. HeLa A3G-eYFP + Vif (tagged APOBEC3G with the HIV-1 protein that degrades it), YFP fluorescence, overnight. Q9HC16. 410,000 compounds, 0.076% hits. Potency, µM (top dose mostly 46.1 µM), for the others: at the highest dose activity, negative = active, hits mostly inhibitors;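 further: potency means the concentration at half of the fitted maximal effect; on the % scale 0 is the no-effect control and ±100 the full control effect; nearly all actives have a fitted effect of over 60% in size; hits raise eYFP signal because A3G escapes Vif-driven loss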
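Read-out is eYFP fluorescence (Ex 488/Em 500-530) from Vif-expressing HeLa A3G-eYFP cells; more signal means A3G escaped Vif-mediated degradation. Cells plated overnight, compound pinned in, incubated overnight at 37 deg C.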
An asterisk follows results filed as active; ? = inconclusive; . = not tested or not shown; & = joins results of further samples; [ ] = dose if it differs, or a comment. Unless noted, the call rests on the fitted dose curve; in most records, active means well fitted curve in the direction sought with a large enough effect; inconclusive means small, poorly fitted or top-dose-only effect, or another doubt; inactive means no such curve, though single readings can be large; an effect the other way counts as inactive or inconclusive.

SMILES	RGS4 inh	D2 antag	12-LOX inh	Vif-A3F inh	Glioma ERSR ind	Vif-APOBEC3G blk	ERG-DNA inh	D2 ag	LDHA block
O=C(COC(=O)/C=C/c1ccccc1[N+](=O)[O-])NCC(F)(F)F	3%[56.9 µM]	13	-10%	8%	0%	-6%	0%	2.1	-4
Cc1nc2cc(NCc3ccccc3O)ccc2n1Cc1ccccc1	?	-9	21%	7%	7%	-4%	109%[activator]	-0.3	-7
Cc1ccc(OCC(=O)OCC(=O)Nc2ccc3c(c2)OCO3)cc1C	7%	.	7%	-19%	0%	1%	-19%	.	-6
CC1(C)Cc2cccc(Oc3cc(NN4CCCCC4)c([N+](=O)[O-])cc3[N+](=O)[O-])c2O1	-21%	8	-6%	2%	-6%	5%	-7%	-1.2	-4
Cc1ccc2c(c1)N(Cc1ccccn1)C(=O)C(C)O2 (stereo not drawn)	9%	7	4%	7%	0%	-1%	-8%	0.7	-10
COc1cccc(NC(=O)CN(C)C(=O)c2cccnc2Sc2ccc(C)c(C)c2)c1	16%	21	7%	-3%	-1%	-1%	0%	1.5	-1
Cc1cccnc1NC(=O)Nc1ccc(Cl)cc1	8%	-11	7%	1%	8%	0%	12%	0.4	-2
COc1ccc(NC(=O)C2CCCN(C(=O)c3ccc(Cl)cc3)C2)cc1S(=O)(=O)N(C)C (stereo not drawn)	-12%	23	-2%	4%	-4%	0%	-7%	0.4	2
CN(CCc1ccccn1)C(=O)CCC1CCCN(C(=O)CN2CCCCCC2)C1 (stereo not drawn)	-9%	0	3%	5%	-3%	-5%	-7%	0.3	-3
COCCCNC(=O)C(=O)NCC(c1ccco1)N1CCN(c2ccc(OC)cc2)CC1 (stereo not drawn)	-22%[11.4 µM]	-10	13%	4%	-4%	5%	17%	0.2	3
COc1ccc(NC(=O)c2nc[nH]c2C(=O)N(C)CCO)cc1	.	.	?	-1%	-2%	0%	.	.	-5
COC(=O)CCCC(=O)NCC1(N(C)Cc2ccccc2)Cc2ccccc2C1	1%	9	0%	0%	-5%	2%	-18%	-0.4	-2
CC1CCC(NC(=O)c2ccc3c(c2)S(=O)(=O)c2ccccc2C3=O)CC1 (stereo not drawn)	0%	.	6%	0%	-2%	-6%	-16%	.	-4
Fc1cccc(CN2CCN(Cc3nc(CCc4ccccc4)no3)CC2)c1	9%	-9	-13%	-3%	0%	-2%	-1%	-0.1	0
Cc1ccc2c(c1)C(=O)C(=O)N2CC(=O)Nc1ccc(N2CCOCC2)cc1	5%	-1	0%	?	-1%	2%	2%	-0.3	-3
CCOC(=O)c1c(NC(=O)c2ccc(S(=O)(=O)N3CCOCC3)cc2)sc2c1CCN(C(C)C)C2	10%	9	-23%	-5%	0%	-5%	-7%	0.4	-11
O=S(=O)(O)c1nc2ccccc2n1Cc1ccccc1	-13%	-7	-11%	10%	0%	3%	-6%	0.6	-4
N#CC1=C(N)N(c2ccc(Oc3ccccc3)cc2)C(=O)C1	-15%	3	?	5%	1%	-8%	1%	0.3	-2
CCCCOc1ccc2c(C)cc(=O)oc2c1OCCCC	-20%	43*	0%	-15%	-3%	3%	-1%	1.3	12
C=CCn1cc(/C=N/NC(=O)COc2cccc3cccnc23)c2ccccc21	?	1	-5%	1%	3%	?	7%	-1.1	-2
Cc1ccc(S(=O)(=O)N2CCOCC2)cc1NC(=O)Cn1nc(C)c([N+](=O)[O-])c1C	9%	-4	-14%	?	-1%	1%	-3%	0.0	-4
O=C(NCc1ccc(F)cc1)N1CCc2ccccc2C1	-4%	-23	-1%	-1%	5%	-7%	0%	-2.3	-4
COc1ccccc1NC(=O)c1c(NC(=O)CCC(=O)O)sc2c1CCCCC2	20%	11	-9%	4%	2%	-6%	-6%	0.3	-9
Cc1cc(C)c(C(N)=O)c(Nc2cccc(Cl)c2)n1	-4%	0	-25%	0%	-1%	3%	.	-3.3	6
CC1CCN(C(=O)CSc2nnc(CNC(=O)c3ccc(S(=O)(=O)N(C)C)cc3)o2)CC1	15%	.	0%	0%	-2%	0%	-3%	.	-7
Cc1ccc(CN2CCN(/N=C/C=C/c3ccccc3[N+](=O)[O-])CC2)cc1	-11%	7	?	-22%	-1%	1%	2%	-1.9	-7
COc1ccc(-c2cc(CN3C(=O)c4ccccc4C3=O)on2)cc1	22%	.	6%	0%	-2%	-2%	.	.	-9
CCOC(=O)C1CCCN(C(=O)c2ccc(C(=O)c3ccccc3)cc2)C1 (stereo not drawn)	-44%	9	184%[activator]	7%	-1%	0%	-5%	-0.1	-9
CC(C(=O)N(C)C1CCS(=O)(=O)C1)N1C(=O)/C(=C/c2cccs2)SC1=S (stereo not drawn)	31%	-1	?	-5%	2%	0%	2%	-0.4	-6
CCOC(=O)c1ccc(NC(=O)C2=C(C)Nc3nc(SCc4ccc(Cl)cc4)nn3C2c2ccc(C)cc2)cc1 (stereo not drawn)	0%	.	-18%	-4%	-2%	-6%	1%	-0.8	-2

Following part
SMILES	RGS4 inh	D2 antag	12-LOX inh	Vif-A3F inh	Glioma ERSR ind	Vif-APOBEC3G blk	ERG-DNA inh	D2 ag	LDHA block
O=C(C=Cc1ccccc1)Nc1ccccc1	-1%	.	-14%	7%	-7%	-1%	1%	.	-6
COc1cc(C=O)c(Br)cc1OCc1ccc(C)cc1	6%	-10	17%	-1%	7%	0%	.	-1.8	4
C/C(Cl)=C\Cn1c(N2CCCC2)nc2c1c(=O)n(C)c(=O)n2C	-1%	-7	0%	18%	-3%	-1%	8%	0.3	-9
N=C(N)SCc1nc2ccccn2c1Br	15%	2	2%	-7%	-5%	-1%	0%	-0.4	-7
O=C(COC(=O)c1ccccn1)Nc1cc(Cl)ccc1Cl	7%	-10	?	-1%	-1%	-7%	-7%	0.2	-5
C#Cc1ccc([C@H]2C=C(C(=O)OCC=C)O[C@@H](OCc3ccc(CO)cc3)C2)cc1	-7%	.	?	-4%	-4%	1%	3%	.	-8
COc1ccc2c(c1)-c1nc(NC(=O)c3cc(OC)c(OC)c(OC)c3)sc1CC2	-21%	.	?	0%	-5%	0%	1%	-0.1	10
O=C(O)c1ccc(NCc2nc3ccccc3n2CCOc2ccccc2Cl)cc1	-15%&-3%	-20	-13%&-5%	-7%&6%	3%&0%	-1%&-2%	-15%&-3%	0.1&2.3	-2&2
Cc1ccccc1Oc1cc(NC(=O)CCCn2nc(C)c([N+](=O)[O-])c2C)cc([N+](=O)[O-])c1	2%	-5	-4%	?	-5%	?	14%	0.5	2
O=C(COc1cccc(C(F)(F)F)c1)N1CCN(c2ccc(O)cc2)CC1	-30%	-6	?	3%	-1%	2%	18%	2.0	28
COc1ccccc1Nc1n[nH]c(=S)s1	?	-1	14µM*	1%	-3%	0%	-2%	-0.2	-6
O=C1[C@H]2[C@@H](c3ccc(Cl)cc3)N3C(=O)N(c4cccc(Cl)c4)C(=O)[C@@]3(Cc3ccccc3)[C@H]2C(=O)N1C1CCCCC1	4%	-2	0%	1%	1%	0%	-9%	1.6	-7
O=c1[nH]n(-c2ccc(F)cc2)c2ncccc12	-4%	.	-1%	13%	-2%	-1%	-13%	.	-8
COc1ccc(CCNS(=O)(=O)c2ccc3c(c2)oc(=O)n3C)cc1OC	-12%	1	19%	-11%	0%	1%	-1%	0.5	-7
Cc1oc(C)c(C(=O)O)c1COc1ccc(C(=O)O)cc1	-1%	-9	22%	-1%	3%	1%	-4%	0.1	2
Cc1ccc(-c2nc(CS(=O)(=O)CC(=O)NC3CCC(C)CC3)c(C)o2)cc1 (stereo not drawn)	1%	22	-28%	-10%	-1%	1%	-5%	-2.8	-1
CCCCCC(=O)Nc1c(-c2ccc(OC)cc2)c(=O)c2ccccc2n1C	-10%	-2	3%	-13%	0%	1%	0%	-0.2	-4
O=C(c1ccco1)N1c2ccccc2Sc2ccccc21	-50%	-26	?	5%	2%	-6%	-6%	0.0	-3
O=[N+]([O-])c1cc(S(=O)(=O)Nc2ccccc2)ccc1-n1nnc2ccccc21	-32%	3	0%	-13%	-3%	-23%	-1%	0.8	-2
CCOC(=O)N1CCN(S(=O)(=O)N2CCCC(C(=O)NCCCN3CC(C)CC(C)C3)C2)CC1 (stereo not drawn)	8%	2	0%	0%	-2%	-4%	1%	-0.1	?
CC(=O)Nc1cccc(-c2csc(N)n2)c1	-7%	11	-8%	2%	0%	1%	3%	-0.5	-5
O=C(Nc1ccc(O)cc1C(=O)O)c1ccc2c(c1)C(=O)N(Cc1ccco1)C2=O	-13%	4	-23%	1%	0%	0%	?	-1.7	-14
CC1CCN(S(=O)(=O)c2cccc(C(=O)NNC(=O)c3ccco3)c2)CC1	20%	0	-2%	6%	-4%	-5%	-2%	-0.6	-6
Nc1nonc1C(=O)NCCNCc1ccccc1	-14%	11	392%[activator]	6%	-2%	-1%	2%	-1.8	-4
CCN(c1ccccc1)S(=O)(=O)c1cnc[nH]1	32%	34*	0%	-21%	-4%	-1%	3%	0.7	-6
CCOC(=O)c1c(-c2cccc(N)c2)cn2ccccc12	0%	8	3%	-7%	-1%	1%	5%	-2.0	-6

A portion of the library (hit frequency here may not be typical).
